Compound activity (PubChem BioAssay)
H69AR inhibit – growth inhibitors of human H69AR lung tumor cells; H69AR lung tumor viability, ATP luminescence, 72 h; hits give low values; viability, % at 10 µM; 6% of 85,000 active; AID 598;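 active = viability at or below 40%; inactive = viability above 40%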;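 note: multidrug resistant small cell line overexpressing MRP-1 efflux transporter; 100% = mean luminescence of untreated control wells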
ERb coact inh – blocks coactivator binding to human estrogen receptor beta; Q92731; TR-FRET ER-beta LBD / SRC1-Cy5 peptide binding; receptor agonist-loaded with 1 µM estradiol; inhibition, % at 25.6 µM; 1.3% of 86,000 active;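 active = compounds whose percent inhibition of the receptor-coactivator binding signal exceeds about 50% in the single-dose screen, limit read from the data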;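 note: 0% = receptor plus peptide wells without compound and 100% = peptide-only wells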
Smad3 FoxH1 inh – Smad3 (human) transcription factor binding inhibition. P84022. TR-FRET Smad3/Dy647-FoxH1 peptide binding, europium anti-His. inhibition, % at 25 µM. 0.29% of 88,000 active;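 active = compounds that reduce the energy-transfer binding signal between the protein and its labelled peptide by more than half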;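 note: 0% = Smad3 plus labelled peptide maximal FRET and 100% = peptide-only background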
sEH act – activators of human soluble epoxide hydrolase; P34913; purified human sEH enzymatic activity, activator screen; activation, % at 2 µM; 0.04% of 91,000 active; AID 717; in the data active = activation above about 37%; note: values of inactives mirror those of a sister screen read the other way
ERa SRC1 inh – ER-alpha (human) coactivator binding inhibition; P03372; TR-FRET ER-alpha LBD / SRC-1 peptide, estradiol-bound; inhibition, % at 25.6 µM; 1.7% of 86,000 active; in the data active = inhibition above about 50%;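 note: 0% = receptor plus peptide control and 100% = peptide only without receptor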
Target sequence (P03372 whole entry, looked up, the tested form may be a part): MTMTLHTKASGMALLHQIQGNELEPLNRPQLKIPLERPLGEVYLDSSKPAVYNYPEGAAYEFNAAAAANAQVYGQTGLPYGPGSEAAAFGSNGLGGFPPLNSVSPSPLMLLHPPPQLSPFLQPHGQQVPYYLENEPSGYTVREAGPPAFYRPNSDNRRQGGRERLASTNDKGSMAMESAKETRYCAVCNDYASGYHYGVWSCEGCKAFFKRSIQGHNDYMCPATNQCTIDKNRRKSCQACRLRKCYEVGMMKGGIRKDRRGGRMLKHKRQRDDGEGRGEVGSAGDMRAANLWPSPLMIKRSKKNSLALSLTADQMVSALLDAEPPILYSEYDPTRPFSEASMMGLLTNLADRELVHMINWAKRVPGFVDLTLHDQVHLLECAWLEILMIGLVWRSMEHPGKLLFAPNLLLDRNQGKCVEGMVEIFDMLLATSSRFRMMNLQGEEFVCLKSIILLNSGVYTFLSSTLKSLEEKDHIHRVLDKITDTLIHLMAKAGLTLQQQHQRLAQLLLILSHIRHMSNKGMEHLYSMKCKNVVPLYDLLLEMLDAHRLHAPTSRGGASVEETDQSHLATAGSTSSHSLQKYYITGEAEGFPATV
HUVEC prolif 384 – blocks proliferation of human endothelial cells. HUVEC proliferation, CellTiter-Glo luminescence, 72 h; hits give low values. viability, % at 10 µM (by protocol). 1.1% of 86,000 active. AID 648;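 active = viability at or below 30%; inactive = viability above 30%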;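 note: 100% = median luminescence of DMSO-only cell control wells on each plate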
Fibroblast inh – blocks proliferation of human lung fibroblasts; AID 719; LL 47 human lung fibroblast viability, ATP luminescence; hits give low values; viability, % at 10 µM; 1.1% of 85,000 active;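 active = viability at or below 50% in the single dose screen; inactive = viability above 50%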;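 note: compound exposure lasted 72 h before the ATP readout; 100% = median luminescence of untreated cell-only wells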
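Test system: LL 47 human lung fibroblasts; Quantity: 1,150 cells/well; Buffer or medium: IMEM plus 15% FBS; Dosing: tenfold compound dosing solution, DMSO at 0.1%; Timing: overnight cell rest, 72 h compound treatment at 37 °C; Detection: ATP-based CellTiter-Glo luminescent readout; Read-out basis: viability percentage against median untreated-cell control; Controls: cell-only wells, no compound.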
Calb biofilm kill – kills Candida albicans biofilms; 0.14% of 85,000 active; C. albicans biofilm + clotrimazole, Alamar Blue; AID 834; inhibition, % at 6 µM;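 active = inhibition above 20%; inactive = inhibition below 20%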;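 note: preformed 24 hr biofilms exposed to compound for 48 hr; 0% = biofilm without compound and 100% = blank killed by clotrimazole plus chlorhexidine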
ERa coact pot – enhances coactivator binding to human estrogen receptor alpha | TR-FRET ERalpha-LBD/SRC-Cy5 coactivator binding, 2 h; 100 = basal binding, no effect | coactivator binding (% of control), % at 25.6 µM | 1.3% of 86,000 active | AID 639; in the data active = activity above about 200%;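 note: binding measured in presence of low estradiol as agonist stimulus; 0% = peptide alone without receptor and 100% = receptor with peptide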
* hit, by the source's call; x = no result given; [ ] = dose if it differs, or a comment. An excerpt (hit frequency here may not be typical).

[1] O=C(Cc1cc(=O)oc2cc(O)ccc12)NCC1CCC(C(=O)O)CC1 (stereo not drawn)
[2] N#Cc1ccccc1NC(=O)CC1CCCCC1
[3] Cc1cnc(-c2nnc(N(C)C(=O)c3ccccn3)s2)cn1
[4] CC1(C)Cc2noc(N)c2C(C)(C)N1OC(=O)c1ccco1
[5] CC1SC(c2ccc(Cl)cc2)NC1=O (stereo not drawn)
[6] CCOC(=O)C1=C(C)NC2=C(C(=O)CC(C)(C)C2)C1c1ccc2c(c1)CCCN2C (stereo not drawn)
[7] CCN(C(=O)CSc1nnc(Cn2nnc3ccccc32)o1)c1nc(C)cs1
[8] O=C1[C@H]2[C@@H](C(=O)N1c1cc(Cl)cc(Cl)c1)[C@]1(C(=O)Nc3ccccc31)N1CCC[C@@H]21
[9] Cc1cc(Oc2cnn(C(C)(C)C)c(=O)c2Cl)cc(C(C)C)c1
[10] O=C(C1CCN(c2nnc(-n3cccc3)s2)CC1)N1CCN(c2cccc(C(F)(F)F)c2)CC1

assay / entry	1	2	3	4	5	6	7	8	9	10
H69AR inhibit	98	106	89	102	94	114	90	92	89	45
ERb coact inh	2	-2	17	4	-9	-3	-26	6[fluorescence artefact?]	-1	0[fluorescence artefact?]
Smad3 FoxH1 inh	10	4	7	-1	-2	1	-2	8	5	-22
sEH act	20	0	x	-9	4	-6	10	9	21	-12
ERa SRC1 inh	7	-3	16	-5	-11	-8	-29	8	3	1
HUVEC prolif 384	97	94	93	101	95	97	96	103	89	94
Fibroblast inh	98	97	105	99	93	92	97	108	104	87
Calb biofilm kill	10	-1	8	7	10	6	7	-6	8	6
ERa coact pot	112	104	93	108	97	75[fluorescence artefact?]	88	69	98	140

[11] N#Cc1c(N2CCOCC2)nc(-c2ccco2)c2c1CCCC2
[12] COc1ccc(OC)c(-c2cc(C(=O)NCc3cccs3)no2)c1
[13] CC(C)c1ccc(NC(=O)C(c2ccccc2)N2CCOCC2)cc1 (stereo not drawn)
[14] O=C(CSc1nnc(-c2ccncc2)o1)Nc1ccccc1Cl
[15] Oc1ccccc1-c1cc(-c2ccco2)[nH]n1
[16] CCCCSc1cc(C)nc2ncnn12
[17] CCOC(=O)N1CCN(S(=O)(=O)N(C)C)CC1
[18] OC(COCc1ccccc1)CN1CCN(c2ccccc2)CC1 (stereo not drawn)
[19] CN(O)/C=C1\C(=O)Nc2ccccc21
[20] COc1cccc(OC)c1C(=O)Nc1ccc(NC(=O)c2ccco2)cc1

assay / entry	11	12	13	14	15	16	17	18	19	20
H69AR inhibit	69	88	88	102	70	90	96	93	86	102
ERb coact inh	2	-8	-7	3	2	-3[fluorescence artefact?]	0[fluorescence artefact?]	-5	-2	14[fluorescence artefact?]
Smad3 FoxH1 inh	9	-2	0	-8	13	-2	-24[fluorescence artefact?]	-5	9	13
sEH act	14	-8	9	-2	0	0	-9	2	1	10
ERa SRC1 inh	2	1	-5	8	7	3	-1[fluorescence artefact?]	-7	4	9
HUVEC prolif 384	91	92	92	94	97	101	109	111	95	107
Fibroblast inh	91	97	101	93	80	99	117	95	112	116
Calb biofilm kill	9	1	7	-3	7	6	-2	-1	2	2
ERa coact pot	106[fluorescence artefact?]	92	106	109	66	111	89	143	115	109

[21] CC1CC(C)CN(CCCNC(=O)c2csc3c2CCCC3)C1 (stereo not drawn)
[22] CCCCNCc1cc(OC)c(OCC(N)=O)cc1Br
[23] Cc1ccc(C2CC(c3cccc(C)c3)n3ncnc3N2)cc1 (stereo not drawn)
[24] CC(Sc1nnc2ccccn12)C(=O)Nc1ccc(Cl)cn1 (stereo not drawn)
[25] CCN1CCN(CC(=O)Nc2ccc3c(c2)OCO3)C(=O)C1=O
[26] c1ccc2c(c1)ncc1cccn12
[27] CCCCC1C(C#N)=C(C)NC2=C1C(=O)CC(C)(C)C2 (stereo not drawn)
[28] Clc1cccc(NCc2nnc(SCc3ccc(Cl)cc3Cl)o2)c1
[29] CCOC(=O)N1CCC(NC(=O)Cn2ncn3c(cc4sc(CC)cc43)c2=O)CC1
[30] N#CC(c1ccccc1)c1ccc2c(C(F)(F)F)cc(C(F)(F)F)nc2n1 (stereo not drawn)

assay / entry	21	22	23	24	25	26	27	28	29	30
H69AR inhibit	85	102	97	88	88	96	40	100	88	24*
ERb coact inh	-7	-2	11[fluorescence artefact?]	9	-5	2	1[fluorescence artefact?]	-13	57*[fluorescence artefact?]	-3[fluorescence artefact?]
Smad3 FoxH1 inh	-8	5	-15[fluorescence artefact?]	13	11	12[fluorescence artefact?]	11	2	-106	15
sEH act	27	16	-1	x	24	12	-3	-15	x	21
ERa SRC1 inh	1	-8	0	9	-1	-7	3[fluorescence artefact?]	-32	44[fluorescence artefact?]	-3
HUVEC prolif 384	98	93	92	114	104	95	88	78	100	63
Fibroblast inh	93	90	106	110	95	92	93	90	104	39*
Calb biofilm kill	-1	2	-1	1	-7	3	4	6	-3	-1
ERa coact pot	105	111	102	109	108	108	114	101	112	107

[31] CC(C)c1ccc(-c2c(C#N)c(N)nc(SCC(=O)N3CCCCC3)c2C#N)cc1
[32] CCCn1c(C2CC(=O)N(c3cc(OC)ccc3OC)C2)nc2ccccc21 (stereo not drawn)
[33] CC1CCCCN1S(=O)(=O)c1ccc(C(=O)Nc2nnc(-c3ccccc3Cl)o2)cc1 (stereo not drawn)
[34] O=C(c1ccco1)N1CCC(n2nnc3ccccc32)CC1
[35] Cc1c(C)n(CC(O)CN2CCOCC2)c2ccccc12 (stereo not drawn)
[36] O=C(CSc1ccccc1Cl)c1ccco1
[37] CCN(CC)CCCNc1oc(-c2cccc(Cl)c2)nc1C#N
[38] CC1=C(C(=O)OCC(C)C)C(c2cc3c(cc2Br)OCO3)NC(=O)N1C (stereo not drawn)
[39] Cc1nn(Cc2ccccc2)c2c1C(c1ccc(Cl)cc1)C(C#N)=C(N)O2 (stereo not drawn)
[40] O=C(Nc1cccc(NC(=O)c2ccco2)c1)c1cnccn1

assay / entry	31	32	33	34	35	36	37	38	39	40
H69AR inhibit	63	90	52	88	103	101	66	86	84	87
ERb coact inh	43[fluorescence artefact?]	-6	-10[fluorescence artefact?]	-3[fluorescence artefact?]	0	21	-16	10	-8	-2
Smad3 FoxH1 inh	-7	-5	8	5	1	7	7	-1	-4	10
sEH act	8	x	-54	-9	2	5	10	-27	-3	-4
ERa SRC1 inh	50*[fluorescence artefact?]	-4	10[fluorescence artefact?]	-7	-3	19	-12	2	-11	-4
HUVEC prolif 384	28*	94	3.7*	101	88	89	82	94	81	84
Fibroblast inh	72	105	64	100	103	101	83	94	104	103
Calb biofilm kill	-2	-2	3	3	4	6	8	9	6	4
ERa coact pot	186[fluorescence artefact?]	111[fluorescence artefact?]	110	115[fluorescence artefact?]	111	86[fluorescence artefact?]	107	94	86	129

[41] COc1ccc2occ(C(=O)c3cccs3)c2c1
[42] CCOc1ccccc1N(C(=O)CNC(=O)c1ccco1)C(C(=O)NC(C)(C)C)c1ccncc1 (stereo not drawn)
[43] O=C(CN1C(=O)CC(c2ccccc2)=Nc2ccccc21)NCc1ccccc1
[44] COc1ccc(NC(=O)CC(=O)Nc2ccc(OC)cc2OC)c(OC)c1
[45] Cc1cc(C(C)(C)C)ccc1OCCn1ccnc1
[46] CCS(=O)(=O)n1nc(-c2ccc(OC)cc2)nc1SC
[47] CCn1c(SCC(=O)N2CCCc3ccccc32)nnc1-c1c[nH]c2ccccc12
[48] C=C(Cl)COc1ccc2c(CCCC)cc(=O)oc2c1
[49] O=C(O)CC1CCCC(c2ccccc2)C1=O (stereo not drawn)
[50] COc1ccccc1NC(=O)CSc1nnc(CC(=O)Nc2ccccc2)n1C

assay / entry	41	42	43	44	45	46	47	48	49	50
H69AR inhibit	91	95	80	88	93	94	23*	106	93	97
ERb coact inh	-1	-8	24	1	2	27[fluorescence artefact?]	-14	4	3[fluorescence artefact?]	-21
Smad3 FoxH1 inh	7	6	-12	10	6	-4	17	1	2	9[fluorescence artefact?]
sEH act	8	2	-4	-13	9	-4	2	-2	15	-6
ERa SRC1 inh	-4	-8	27	-6	2	19	-13	0	-6	-16
HUVEC prolif 384	90	90	93	93	91	103	95	99	98	98
Fibroblast inh	106	98	102	92	89	102	108	101	104	102
Calb biofilm kill	2	-2	0	8	3	-6	2	0	3	4
ERa coact pot	87	104	97	111	98	96	99	103	125	98

[51] Cc1cccc2cc3c(NC(=O)CC(C)C)nn(C)c3nc12
[52] CCOc1cc(C)c(-c2onc(C(F)(F)F)c2-c2csc(C)n2)c(O)c1
[53] O=C(Cn1c(N2CCN(c3ccccc3)CC2)nc2ccccc21)c1ccccc1
[54] CCOC(=O)Cn1c(-c2nonc2NC(=O)c2ccccc2F)nc2ccccc21
[55] CCOC(=O)C(NC(=O)c1ccccc1OCC)(Nc1ncccn1)C(F)(F)F (stereo not drawn)
[56] CCCc1nc2c(o1)CC(CC(C)SCC)CC2=O (stereo not drawn)
[57] COc1ccc(/C=N/n2c(-c3ccco3)nc3ccccc3c2=O)cc1
[58] CC(C)NC(=O)C1CCN(C(=O)N(C)C)CC1
[59] CCOc1c(C#N)c(C#N)c2nc(C)cc(C)n12

assay / entry	51	52	53	54	55	56	57	58	59
H69AR inhibit	82	3.9*	x	61	87	98	80	95	96
ERb coact inh	-7[fluorescence artefact?]	-13	3	29[fluorescence artefact?]	-7	-8	25	3	-3[fluorescence artefact?]
Smad3 FoxH1 inh	4[fluorescence artefact?]	1	6	-19[fluorescence artefact?]	-4	5	-4	-5	-9
sEH act	-1	6	x	3	10	x	4	x	-7
ERa SRC1 inh	-7	-8	9	25	-7	-4	23	3	-9[fluorescence artefact?]
HUVEC prolif 384	79	39	102	58	94	92	96	94	114
Fibroblast inh	81	88	95	64	92	94	98	92	101
Calb biofilm kill	7	4	2	-2	4	1	7	0	3
ERa coact pot	143	93	117	322*	103	121	91	129	81
